Rev-erbA mod = Rev-erb alpha (human) modulation | Rev-erbα–FITC-DNA binding, fluorescence polarization, 90 min | AID 1259318 | activity, % at 10 µM | 370,000 tested, 0.79% active;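 active = activity above about 14%, limit read from the data; passing the limit was not always enough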;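 note: 0% = DMSO wells with 35 nM protein and 100% = DMSO wells with 750 nM protein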
SIAE primary = blocks human sialic acid acetylesterase. SIAE FP-Rh probe binding, fluorescence polarization. inhibition, % at 9.66 µM. 370,000 tested, 0.69% active;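 active = inhibition above a cutoff: mean of compounds within the control limits plus 3 SD of those, cut at about 17% in these data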;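 note: 0% = plate median of compound wells and 100% = probe without SIAE protein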
Target sequence (Q9HAT2 whole entry, looked up): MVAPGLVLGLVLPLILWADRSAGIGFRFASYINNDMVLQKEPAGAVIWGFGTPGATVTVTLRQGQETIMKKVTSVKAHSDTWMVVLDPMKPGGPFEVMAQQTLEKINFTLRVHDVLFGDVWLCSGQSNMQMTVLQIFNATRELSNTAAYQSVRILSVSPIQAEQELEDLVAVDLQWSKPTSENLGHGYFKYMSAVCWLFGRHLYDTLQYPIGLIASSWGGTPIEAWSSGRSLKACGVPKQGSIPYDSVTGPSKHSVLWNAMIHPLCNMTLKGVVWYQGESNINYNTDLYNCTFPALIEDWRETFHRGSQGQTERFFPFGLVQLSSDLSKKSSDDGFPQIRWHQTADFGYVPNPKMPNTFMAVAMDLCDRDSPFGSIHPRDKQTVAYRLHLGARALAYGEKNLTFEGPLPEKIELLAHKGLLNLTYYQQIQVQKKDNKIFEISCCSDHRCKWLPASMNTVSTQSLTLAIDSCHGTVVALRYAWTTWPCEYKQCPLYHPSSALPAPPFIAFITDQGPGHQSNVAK
mABHD4 FP = inhibitors of mouse ABHD4; Q8VD66; purified mABHD4, FP-Rh probe fluorescence polarization; inhibition, % at 8.92 µM; 370,000 tested, 0.54% active; AID 720543;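 active = inhibition exceeding the mean over every tested compound plus 3 SD, cut at about 30% in these data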;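 note: 0% = plate median of compound wells and 100% = S159A mutant with DMSO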
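Assay system: wild-type mouse ABHD4 protein; compound: single nominal dose of 8.92 µM, 0.89% DMSO final; schedule: 45 min + 60 min at 25 °C; measured by: FP readout, ex 525 nm / em 598 nm; evaluation: % inhibition of FP-Rh probe binding versus controls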
PRMT1 FP inh = inhibitors of human PRMT1 | 370,000 tested, 1.3% active | AID 652257 | inhibition, % at 2.79 µM | recombinant PRMT1, activity-based probe fluorescence polarization;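 active = inhibition above about 21% made by adding two undisclosed values, limit read from the data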
Target sequence (Q99873 whole entry, looked up): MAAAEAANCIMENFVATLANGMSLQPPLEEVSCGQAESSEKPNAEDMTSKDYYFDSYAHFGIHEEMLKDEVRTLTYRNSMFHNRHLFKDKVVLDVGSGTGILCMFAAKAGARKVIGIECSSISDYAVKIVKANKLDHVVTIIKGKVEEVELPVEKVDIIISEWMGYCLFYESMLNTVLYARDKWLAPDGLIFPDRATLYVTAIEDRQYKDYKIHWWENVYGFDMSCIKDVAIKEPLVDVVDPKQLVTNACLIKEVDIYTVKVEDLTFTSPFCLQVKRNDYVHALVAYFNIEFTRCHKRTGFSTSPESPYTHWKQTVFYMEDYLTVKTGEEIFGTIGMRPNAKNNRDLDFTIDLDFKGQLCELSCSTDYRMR
PG9 binder = small molecules binding HIV-1 gp120 antibody PG9; TR-FRET gp120-PG9 antibody binding; inhibition, % at 6.7 µM; 360,000 tested, 0.43% active; in the data active = inhibition above about 8.5%
TDP2 inh = TDP2 (human) inhibition, absorbance primary screen; O95551; recombinant TDP2, T5PNP hydrolysis, p-nitrophenol absorbance 415 nm; inhibition, % at 12.8 µM; 370,000 tested, 0.34% active; AID 720702;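 active = inhibition above the mean of all tested compounds plus 3 SD, set per campaign, cut at about 25% in these data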;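 note: 0% = DMSO with enzyme and 100% = buffer with substrate but no TDP2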
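System: recombinant human TDP2 / Amount: 120 nM TDP2 per well / Also added: 5 mM T5PNP chromogenic substrate / Doses: 12.8 µM single point, 1% DMSO / Incubation: 2 h at 37 °C / Detection: p-Nitrophenol epi absorbance / Evaluation: % inhibition relative to enzyme-containing and enzyme-free wells / Repeats: singlicate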
LEDGF integ inh = blocks HIV-1 LEDGF/p75-dependent DNA integration; 370,000 tested, 0.64% active; TR-FRET IN-LEDGF/p75 DNA integration, Eu/Cy5; inhibition, % at 3.7 µM;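 active = inhibition above the screen-wide mean plus 3 SD, cut at about 13% in these data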;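 note: signal is the Cy5 over europium emission ratio at 671 and 618 nm; 0% = plate median of compound wells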
HTRA1 inhibitor = HTRA1 (human) protease inhibition; Q92743; recombinant HTRA1, FP-rhodamine activity-based probe, fluorescence polarization; inhibition, % at 5.96 µM; 340,000 tested, 0.5% active; AID 504803; in the data active = inhibition above about 36%;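 note: 0% = enzyme with DMSO and 100% = wells lacking enzyme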
TCR-CD3 inh = inhibitors of human TCR-CD3 interaction. TAMRA-labeled TCR probe fluorescence, biochemical. inhibition, % at 9.4 µM. 360,000 tested, 0.37% active. AID 651800; in the data active = inhibition above about 19%;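 note: recombinant mutant TCR 2C K166C tagged with TAMRA read by polarization; 0% = receptor in buffer alone and 100% = receptor with positive control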
rCAG binder = molecules binding r(CAG) RNA repeats; r(CAG) RNA repeat, TO-PRO-1 dye displacement fluorescence; inhibition, % at 3 µM; 370,000 tested, 1.3% active; AID 651821;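 active = inhibition above the plate cutoff, the mean of all test compounds on that plate plus 3 SD, cut at about 35% in these data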;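 note: 0% = DMSO alone and 100% = 100 µM mitoxantrone as full dye displacement; higher means more dye released from RNA so lower well fluorescence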
Active calls of the source: *; nt = no result given. These rows are one share of the data. The share of hits here may be higher or lower than overall.

SMILES	Rev-erbA mod	SIAE primary	mABHD4 FP	PRMT1 FP inh	PG9 binder	TDP2 inh	LEDGF integ inh	HTRA1 inhibitor	TCR-CD3 inh	rCAG binder
CCCc1cc(C(=O)N2CCC(N3CCC(C(=O)NC(C)C)CC3)CC2)n(C)n1	-1	-8	6	1	-1.6	6	0	3	6	-1
COc1ccc(OC)c(C(=O)COC(=O)c2[nH]c(C)c(C(C)=O)c2C)c1	16*	-4	-13	5	7.6	1	0	-8	-2	1
O=C(CSc1nnc(-c2ccccc2)c(-c2ccccc2)n1)Nc1ncc(Cl)cc1Cl	0	-2	-5	0	-0.8	1	-6	-1	4	0
Cc1cn([C@H]2C[C@H](O)[C@@H](CNCc3ccc(F)c(N4CCOCC4)c3)O2)c(=O)[nH]c1=O	-6	5	7	6	-1.5	7	-1	-5	-4	-1
C#CC(CC)(CC)NC(=O)Nc1ccccc1C(=O)OC	-2	-1	1	-1	-1.6	12	1	-1	8	-1
Cc1ccc2c(c1)Sc1ccccc1CC2=O	0	4	-1	-2	1.1	-3	0	-9	1	3
Nc1c(N=O)c(=O)[nH]c(=O)n1-c1ccccc1	-2	8	9	0	-0.7	9	3	2	2	-1
Cc1ccc(C(=O)NC(C(=O)Nc2cccc(S(N)(=O)=O)c2)C(C)C)cc1 (stereo unspecified)	-2	-3	2	-1	0.4	3	5	3	-3	-1
Fc1ccc(-c2nnc(Cc3ccc(Cl)cc3)o2)cc1	-3	-3	13	8	-1.5	-20	0	-9	-9	-5
O=C(OC1CC2CC1[C@H]1CCCCN1C2=O)N1CCC(c2ccccc2)CC1 (stereo partly specified)	-8	4	2	4	0.4	3	23*	nt	-6	4
COc1ccc(/C=N/NC(=O)c2cc(-c3ccc(C)cc3C)nc3ccccc23)cc1COC(C)=O	1	-36	-8	0	-2.1	-4	1	-58	1	10
Cn1c(SCc2ccccn2)nc2c1c(=O)[nH]c(=O)n2C	3	3	0	-2	-0.1	-7	3	-2	-8	-5
CCc1ccccc1NS(=O)(=O)c1ccc(SC)cc1	0	1	-7	-1	3.0	4	-4	-9	7	0
Cn1c(-c2ccc3c(c2)OCO3)cnc1NC(=O)CCC(=O)NCCc1ccccc1	-2	4	-3	-1	-0.1	8	0	-1	9	-5
CC(C)CC1NC(=S)N(C2CCCCC2)C1=O (stereo unspecified)	2	0	-2	-2	-1.4	-15	0	0	7	-8
O=C1CC(NCc2ccc(F)cc2)C(=O)N1c1ccccc1 (stereo unspecified)	-4	-6	2	22*	-0.1	-11	-8	1	-1	-2
Cc1cccc(C(=O)NC2CCCCCCC2)c1	-2	-3	-7	2	-3.3	12	-2	4	-1	-7
COc1ccc(-n2c(=S)[nH]c3sc(-c4ccccc4)cc3c2=O)c(OC)c1	-5	-1	-11	1	8.5	-14	-1	0	0	3
Cn1c2ccc(Br)cc2c2nnc(SCC(=O)O)nc21	2	-3	-15	8	0.1	-1	4	-5	3	2
CC(C)OC(=O)c1cc(-c2ccc(C=O)o2)ccc1Cl	3	1	-1	0	-2.0	-10	-1	-39	9	3
O=C1S/C(=C\c2ccc(N3CCOCC3)o2)C(=O)N1c1ccccc1	-5	-2	9	17	-8.1	6	4	-2	2	18
COc1cccc(C(=O)NCC(=O)N/N=C/c2cccs2)c1	4	-1	7	-3	-2.2	-1	-2	-1	3	3
Cc1ccc(C(=O)N[C@H](C(=O)OCC(=O)Nc2cccc(S(N)(=O)=O)c2)C(C)C)cc1	-4	1	3	1	-1.2	12	0	-14	3	4
Cc1c(NC(=O)CN2C(=O)NC3(CCCCC3)C2=O)c(=O)n(-c2ccccc2)n1C	5	-3	-4	0	1.2	7	-2	4	2	-5
CC(=O)c1cccc(NC(=O)N2CCC(NC(=O)C34CC5CC(CC(C5)C3)C4)CC2)c1	-1	0	-2	1	-0.5	-13	3	-1	1	-6

Structures shown so far containing a Cl atom, in the order listed:
SMILES	Rev-erbA mod	SIAE primary	mABHD4 FP	PRMT1 FP inh	PG9 binder	TDP2 inh	LEDGF integ inh	HTRA1 inhibitor	TCR-CD3 inh	rCAG binder
O=C(CSc1nnc(-c2ccccc2)c(-c2ccccc2)n1)Nc1ncc(Cl)cc1Cl	0	-2	-5	0	-0.8	1	-6	-1	4	0
Fc1ccc(-c2nnc(Cc3ccc(Cl)cc3)o2)cc1	-3	-3	13	8	-1.5	-20	0	-9	-9	-5
CC(C)OC(=O)c1cc(-c2ccc(C=O)o2)ccc1Cl	3	1	-1	0	-2.0	-10	-1	-39	9	3

Shown as a hit in LEDGF integ inh (from the list above):
molecule	Rev-erbA mod	SIAE primary	mABHD4 FP	PRMT1 FP inh	PG9 binder	TDP2 inh	LEDGF integ inh	HTRA1 inhibitor	TCR-CD3 inh
O=C(OC1CC2CC1[C@H]1CCCCN1C2=O)N1CCC(c2ccccc2)CC1 (stereo partly specified)	-8	4	2	4	0.4	3	23*	nt	-6

Nothing new here: an excerpt of the list.
SMILES	Rev-erbA mod	SIAE primary	mABHD4 FP	PRMT1 FP inh	PG9 binder	TDP2 inh	LEDGF integ inh	HTRA1 inhibitor	TCR-CD3 inh	rCAG binder
CC(C)OC(=O)c1cc(-c2ccc(C=O)o2)ccc1Cl	3	1	-1	0	-2.0	-10	-1	-39	9	3
O=C1S/C(=C\c2ccc(N3CCOCC3)o2)C(=O)N1c1ccccc1	-5	-2	9	17	-8.1	6	4	-2	2	18
COc1cccc(C(=O)NCC(=O)N/N=C/c2cccs2)c1	4	-1	7	-3	-2.2	-1	-2	-1	3	3
Cc1ccc(C(=O)N[C@H](C(=O)OCC(=O)Nc2cccc(S(N)(=O)=O)c2)C(C)C)cc1	-4	1	3	1	-1.2	12	0	-14	3	4
Cc1c(NC(=O)CN2C(=O)NC3(CCCCC3)C2=O)c(=O)n(-c2ccccc2)n1C	5	-3	-4	0	1.2	7	-2	4	2	-5
CC(=O)c1cccc(NC(=O)N2CCC(NC(=O)C34CC5CC(CC(C5)C3)C4)CC2)c1	-1	0	-2	1	-0.5	-13	3	-1	1	-6

Next section
SMILES	Rev-erbA mod	SIAE primary	mABHD4 FP	PRMT1 FP inh	PG9 binder	TDP2 inh	LEDGF integ inh	HTRA1 inhibitor	TCR-CD3 inh	rCAG binder
Cc1cccc2cc(C(c3nnnn3Cc3ccc4c(c3)OCO4)N3CCCC3)c(=O)[nH]c12 (stereo unspecified)	7	10	15	9	-1.9	-14	-4	5	-3	13
C[C@H](NC(=O)OC(C)(C)C)C(=O)NCC1CCC(C(=O)O)CC1 (stereo partly specified)	-5	2	3	1	-0.5	7	2	16	-2	-2
O=C(NCc1ccco1)C(c1ccco1)N(Cc1cccs1)C(=O)Cn1nnc2ccccc21 (stereo unspecified)	2	4	-1	1	-0.9	-2	4	-7	0	1
Cc1cc2nc(-c3cccc(NC(=O)c4ccc(Br)o4)c3)oc2cc1C	3	-17	-10	0	-0.2	2	0	-4	7	5
CCN(CC(=O)Nc1c(F)cccc1F)C(=O)Cc1csc(-c2ccc(OC)c(OC)c2)n1	2	1	8	-2	-1.6	-11	-2	-1	-1	-7
COc1ccc(-n2c(=S)[nH]c3[nH]ncc3c2=O)cc1	2	4	1	1	-3.4	0	0	nt	2	-1
CCOC(=O)C1CCN(C(=O)COC(=O)COc2ccc(Cl)cc2)CC1	4	-9	7	4	1.3	-7	-7	-2	-7	-7
Cc1ccc(C)c(-n2cc(CNCCc3cnccn3)c(-c3ccccc3)n2)c1	-3	0	-5	-3	0.5	-4	3	-39	12	2
COc1ccc(C(C)=O)cc1Cn1nnc(-c2ccccc2Br)n1	-1	5	1	2	-0.7	11	-3	-1	-5	1
CCn1c(NC(=O)C(C)C)c(-c2cccs2)c(=O)c2ccccc21	0	2	-1	-2	-0.5	0	4	6	5	2
CC(=O)OC12CCCN(C1)/C(=C/c1cccc(Cl)c1)C2 (stereo unspecified)	1	2	4	0	nt	-5	-2	nt	nt	1
Cc1onc(-c2c(Cl)cccc2Cl)c1C(=O)Nn1cnnc1	1	0	-11	-1	-1.9	-3	-2	-3	3	1
Cc1ccc(/C=C2/Sc3ccccc3N(CC(=O)NCCCOC(C)C)C2=O)cc1	-4	10	-10	0	-3.5	2	1	-11	0	-2
COc1ccc(Nc2cc(C)nc3c(C)cccc23)cc1OC	-3	-1	-1	-3	-0.2	1	5	8	-1	0
O=C1c2ccccc2C(=O)N1CCOc1ccccc1	4	-1	-7	-1	4.5	2	3	3	-2	-1
CC1=CC(C)(C)[N+](C)(C)c2ccccc21	-3	7	2	2	-2.3	1	-2	1	5	0
CC1(C)CC(=O)C=C(c2cccs2)C1	-4	-4	-3	1	0.1	-2	1	-4	-2	9
Cc1cc(NS(=O)(=O)c2ccc(NC(=O)C(C)Oc3ccc(Cl)cc3)cc2)no1 (stereo unspecified)	7	7	-11	3	3.4	-10	0	-7	5	31
CCC(C)C(=O)Nc1cc(OC)c(OC)cc1C(=O)O (stereo unspecified)	-1	10	0	-2	-0.6	-1	2	-1	-4	2
COCc1cc(C)nc2sc(C(=O)OC(C)C)c(N)c12	-5	-6	14	1	-0.8	-9	1	0	4	-5
Cc1nn(-c2ccccc2)c2c1C(c1ccc(O)c(O)c1)N1C(=N2)C(Nc2ccccc2)=Nc2ccccc21 (stereo unspecified)	0	9	4	-6	0.8	-3	-1	50*	1	18
O=C(CNC(=S)N(Cc1ccccc1F)C1CCCCC1)NCCCN1CCOCC1	4	-4	-1	0	-2.1	-1	3	-2	0	-11
CCn1c2c(c3cc(Cl)ccc31)CCCC2=O	7	-2	0	0	2.5	0	-1	-10	-10	16
O=C(CCCCCN1C(=O)[C@@H]2Cc3ccccc3CN2C1=O)Nc1ccccc1F	1	8	2	0	1.5	23	-1	5	-1	-4
CN(CC(=O)Nc1cccc(S(=O)(=O)NC2=NCCCCC2)c1)Cc1ccc(C(C)(C)C)cc1	-5	-6	-2	1	-0.7	-12	-2	-10	0	-6
COc1ccc(C2CC(=O)c3cc(OC)ccc3O2)cc1 (stereo unspecified)	-6	0	-1	-5	-1.2	-3	0	-6	-1	1
CN(Cc1cc(=O)[nH]c2ccccc12)C(=O)c1ccccc1	5	-1	-2	-3	-0.3	-9	0	-6	1	-1
CCOc1ccccc1Nc1nnc(SCC(=O)Nc2ccc3[nH]c(=O)[nH]c3c2)s1	-1	6	-2	12	0.4	-12	-5	-6	-4	12

High-throughput results: PubChem BioAssay, several laboratories
